# Menin MLL FP TR: qHTS Assay for Inhibitors Targeting the Menin-MLL Interaction in MLL Related Leukemias: Competition With Texas Red Labeled MLL-derived Mutant Peptide; O00255; Menin + Texas Red MLL mutant peptide, fluorescence polarization; Potency, µM (titrated, usually from 61.6 µM), for the others: at the highest dose FP activity change, negative = inhibition, usual class: inhibitors; hit rate 0.23% among 270,000; AID 1768, 2009; active = well fitted inhibition curve with a large enough effect in the polarisation, with a control signal flat, not every such curve was filed as active; inconclusive = small, poorly fitted or top-dose-only effect, or effect the other way, or a change in a side signal; inactive = no such curve, though single readings can be large or run the other way; the % refers to the polarisation; also: potency is read from the fitted curve at half-maximal effect; % of control where 0% means no effect; many of its hits are not listed in these tables
# FLuc counter: qHTS profiling assay for firefly luciferase inhibitor/activator using purifed enzyme and Km concentrations of substrates (counterscreen for miR-21 project) | purified FLuc, Km substrates, luminescence inhibition | Potency, µM (highest dose often 57.5 µM), inactives show top-dose activity change, negative = inhibition, most hits filed as inhibitors | hit rate 6.9% among 360,000;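 also: potency is read from the fitted curve at half-maximal effect; plate controls were vehicle for no effect and reference inhibitor for full effect; nearly all actives have a fitted effect of over 55% in size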
# Target sequence (P08659 whole entry, looked up): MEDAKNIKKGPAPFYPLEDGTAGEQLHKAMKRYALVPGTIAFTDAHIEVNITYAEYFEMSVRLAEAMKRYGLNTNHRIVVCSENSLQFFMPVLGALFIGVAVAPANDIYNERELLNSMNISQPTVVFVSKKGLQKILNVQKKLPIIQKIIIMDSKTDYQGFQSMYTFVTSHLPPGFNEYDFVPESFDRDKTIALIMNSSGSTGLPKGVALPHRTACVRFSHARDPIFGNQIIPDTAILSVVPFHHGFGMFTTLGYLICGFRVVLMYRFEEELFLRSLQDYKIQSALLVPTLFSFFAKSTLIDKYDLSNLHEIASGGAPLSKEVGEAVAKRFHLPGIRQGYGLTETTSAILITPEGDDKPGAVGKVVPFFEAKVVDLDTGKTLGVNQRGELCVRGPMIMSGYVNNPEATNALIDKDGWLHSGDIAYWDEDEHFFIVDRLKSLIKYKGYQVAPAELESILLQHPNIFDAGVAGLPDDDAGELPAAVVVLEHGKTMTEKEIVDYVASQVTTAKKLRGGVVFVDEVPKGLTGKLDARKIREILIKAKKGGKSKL
#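 Purified P. pyralis luciferase (10nM final) with 10uM D-luciferin and 10uM ATP (Km levels) in 50mM Tris acetate pH 7.5, 10mM Mg acetate, 0.01% Tween-20, 0.05% BSA; qHTS 6-point titration, ~60 µM downward; luminescence read.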
# PKM2 act: qHTS Assay for Activators of Human Muscle isoform 2 Pyruvate Kinase. Pyruvate kinase PKM (Homo sapiens), P14618. purified PKM2, Kinase-Glo ATP luminescence, activation; response scale: 0% is enzyme alone, no compound. Potency, µM (highest dose often 57.5 µM), for the others: at the highest dose activation, most hits filed as activators. hit rate 0.34% among 260,000; also: potency is read from the fitted curve at half-maximal effect; % is scaled to controls: 0 for no effect and ±100 for the full control effect; nearly all actives have a fitted effect of over 55% in size
#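 Purified hPK-M2 (>95%) run at intermediate activity with 0.1 mM ADP and 0.5 mM PEP in 50 mM imidazole pH 7.2, KCl, MgCl2; 1 h room temperature. ATP formed read by Kinase-Glo luminescence; normalized to uninhibited and no-enzyme controls.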
# VP16 counter: VP16 counterscreen qHTS for inhibitors of ROR gamma transcriptional activity. Drosophila S2 Gal4-VP16 UAS-luciferase, luminescence, 20 h. Potency, µM (highest dose often 53.6 µM), for inactives: at the top dose activity, negative = inhibition, most hits filed as inhibitors. hit rate 3.5% among 310,000. AID 2546, 2010;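 also: Gal4-VP16 expression switched on by copper sulfate through the metallothionein promoter; potency is read from the fitted curve at half-maximal effect; % is scaled to controls: 0 for no effect and ±100 for the full control effect; nearly all actives have a fitted effect of over 50% in size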
# ELG1 genotox: qHTS screen for small molecules that induce genotoxicity in human embryonic kidney (HEK293T) cells expressing luciferase-tagged ELG1. HEK293T ELG1-luciferase reporter, luminescence, 16 h. Potency, µM (series often up to 46 µM), without a hit: at the top dose activity change, positive = activation, most hits filed as activators. hit rate 1.3% among 330,000; also: potency is read from the fitted curve at half-maximal effect; % of control where 0% means no effect; nearly all actives have a fitted effect of over 60% in size
#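 Screening used a luciferase reporter fused to human ELG1 in HEK293T cells. Luminescence was read on a CCD plate imager after 16 hr exposure and 30 min ONE-Glo incubation.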
# RORgamma inh: qHTS for inhibitors of ROR gamma transcriptional activity. hit rate 5.4% among 310,000. Drosophila S2 Gal4-RORgamma UAS-luciferase reporter, 20 h. Potency, µM (series often up to 53.6 µM), for inactives: at the top dose activity change, negative = inhibition, most hits filed as inhibitors. Nuclear receptor ROR-gamma (Mus musculus), P51450. AID 2551, 2010; also: potency is read from the fitted curve at half-maximal effect; % is scaled to controls: 0 for no effect and ±100 for the full control effect; nearly all actives have a fitted effect of over 60% in size
# Target sequence (P51450 whole entry, looked up, the tested form may be a part): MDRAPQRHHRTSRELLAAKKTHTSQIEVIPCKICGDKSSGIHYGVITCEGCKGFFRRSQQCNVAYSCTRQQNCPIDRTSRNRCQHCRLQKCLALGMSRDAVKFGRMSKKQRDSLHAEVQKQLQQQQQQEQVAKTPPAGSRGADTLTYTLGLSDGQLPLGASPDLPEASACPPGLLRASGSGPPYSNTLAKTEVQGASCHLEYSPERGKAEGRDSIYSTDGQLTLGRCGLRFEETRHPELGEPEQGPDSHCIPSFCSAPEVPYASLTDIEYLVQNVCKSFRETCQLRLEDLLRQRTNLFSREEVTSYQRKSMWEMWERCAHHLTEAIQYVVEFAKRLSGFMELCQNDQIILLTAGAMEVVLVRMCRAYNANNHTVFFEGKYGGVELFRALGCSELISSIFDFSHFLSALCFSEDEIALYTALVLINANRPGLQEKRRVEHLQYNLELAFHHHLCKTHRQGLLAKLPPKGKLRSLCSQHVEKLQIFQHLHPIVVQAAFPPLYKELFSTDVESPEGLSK
#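 Schneider cells (Drosophila), stable Gal4 DBD–ROR gamma + UAS-luc; 1 hr cmpd preincubation; Cu2+ induction 700 uM final; 20 hr ambient; luminescence.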
# p53 reactivation: qHTS assay for re-activators of p53 using a Luc reporter. H1299 p53-A138V BP100-luciferase reporter, luminescence, 24 h. hit rate 0.063% among 320,000. Potency, µM (doses to about 92.2 µM), for inactives: top-dose activity change, positive = activation, actives largely listed as activators; also: potency is read from the fitted curve at half-maximal effect; % of control where 0% means no effect; nearly all actives have a fitted effect of over 45% in size
#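 p53-null H1299 cells stably carrying temperature-sensitive p53-A138V and a BP100-luciferase reporter were pinned with compounds (4-point, 1:5 series) and held 24 hrs at 37 deg C. Luminescence was read 10 min after detection reagent.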
# BRCA1 expr up: qHTS Assay to Identify Small Molecule Activators of BRCA1 Expression; AID 624202, 2012; MCF7-BRCA1-FFLuc reporter, luminescence, 48 h; response scale: scaled: vehicle 0%, 10 µM genistein 100%; Potency, µM (highest dose often 46.1 µM), without a hit: top-dose activation, usual class: activators; hit rate 1.1% among 380,000; also: potency is read from the fitted curve at half-maximal effect; nearly all actives have a fitted effect of over 80% in size; some results filed as inactive show a strong effect at the top dose
#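 MCF7-BRCA1-FFLuc cells, 2000/well in phenol-red-free MEM, attached 2 h then treated 48 h at 37 C. Luciferase luminescence read 15 min after reagent; normalized to genistein maximum activation (10microM) and DMSO, concentration-response fitted.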
# Giardia killer: Small Molecules that selectively kill Giardia lamblia: qHTS; activity change, % at 7.66 µM, hits read low; hit rate 0.15% among 340,000; Giardia lamblia trophozoite viability; in the data active = activity change below about -80%; inconclusive = between about -30% and that limit;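 also: parasites exposed to compound for two days anaerobically before the ATP read; % is scaled to controls: 0 for no effect and ±100 for the full control effect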
#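 Giardia trophozoites, 100 cells per well, were exposed to compounds for 48 hrs at 37 deg C under anaerobic conditions; viability was then read as ATP content by bioluminescence after 15-30 min at room temperature.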
# NPC1 promoter act: qHTS Assay for NPC1 Promoter Activators | Huh7 NPC1 promoter luciferase reporter, 24 h | Potency, µM (series often up to 9.22 µM), for inactives: top-dose activation, usual class: activators | hit rate 2.4% among 320,000 | AID 485313, 2010;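 also: potency is read from the fitted curve at half-maximal effect; % of control where 0% means no effect; nearly all actives have a fitted effect of over 60% in size; reporter is driven by a mutant NPC1 promoter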
#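 Readout is luciferase luminescence, reflecting NPC1 promoter activation in stably transfected Huh7 cells after 24 h compound exposure at 37 °C in reduced-serum medium with 10% FBS.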
# Rab9 promoter act: qHTS Assay for Rab9 Promoter Activators; AID 485297, 2010; hit rate 2.8% among 320,000; Huh7 Rab9 promoter-luciferase reporter, luminescence, 24 h; Potency, µM (highest dose often 9.22 µM), for inactives: at the top dose activation, negative = inhibition, usual class: activators; also: potency is read from the fitted curve at half-maximal effect; % of control where 0% means no effect; nearly all actives have a fitted effect of over 60% in size
#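 Steps: seed 1500 Huh7 Rab9-luc cells per well, rest 2 h at 37 °C; add compound in DMSO; incubate 24 h; add luciferase reagent, 10 min ambient; read luminescence.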
# * = called active by the depositor; ? = inconclusive; . = not tested or not shown; & = joins results of further samples; [ ] = dose if it differs, or a comment. Unless noted, calls follow the shape of the dose curve; as a rule, active = well fitted curve in the direction sought with a large enough effect; inconclusive = small, poorly fitted or top-dose-only effect, or another doubt; inactive = no such curve, though single readings can be large; an effect the other way counts as inactive or inconclusive. The list is partial; the hit share may differ from the screen's.
SMILES,Menin MLL FP TR,FLuc counter,PKM2 act,VP16 counter,ELG1 genotox,RORgamma inh,p53 reactivation,BRCA1 expr up,Giardia killer,NPC1 promoter act,Rab9 promoter act
C/C(=N\NC(=O)CCc1ccc(S(=O)(=O)N2CCOCC2)cc1)c1ccc(OC(F)F)cc1,0%,-3%,0%,-10%,0%,-25%,-3%,0%,-20,-3%,2%
COc1ccccc1CCNC(=O)C1CCN(C(=O)/C=C/c2ccccc2)CC1,-13%,21µM*,0%,-1%,11%,15%,23%,?,4,?,?
Cc1c(Cl)cnc(NC(=O)COC(=O)CCS(=O)(=O)c2ccccc2)c1Cl,-27%,3%,-3%,-11%,-3%,23%,2%,-8%,-23,-2%,1%
Cc1ccc2nc(NC(=O)/C=C/c3ccc4c(c3)OCO4)sc2c1,?,3%,0%,-3%,?,-9%,-4%,3%,13,4%,0%
O=C(c1ccc(OC2CCN(CCO)CC2)cc1)N1CCCC1,.,6%,5%,3%,3%,-8%,11%,-7%,-6,-3%,-5%
COCCN(C(=S)Nc1cc(C)ccc1C)C(C)c1cccnc1 (stereo not drawn),5%,2%,14%,-3%,-1%,12%,-9%,-6%,3,0%,10%
COc1ccccc1NC(=O)Cn1c2ccc(F)cc2c2nc3n(c(=O)c21)CCS3,55%[activator],2%,-1%,-7%,-1%,-11%,-12%,-26%,15,-1%,5%
Cc1ccc(C)c(SCC(=O)NCC(c2ccco2)N2CCCCC2)c1 (stereo not drawn),.,2%,.,.,18%,.,-2%,-9%,-9,-2%,5%
O=C(O)c1cccc(NC(=O)c2ccc3c(c2)C(=O)N(C2CCCCC2)C3=O)c1,?,0.19µM*,1%,-28%,?,?,13%,38%,0,1.6µM*,1µM*
COc1ccccc1C1=Nc2cccc3cccc(c23)N1,?,17µM*,-4%,-3%,0%,-13%,1%,0%,-3,-3%,-6%
Cc1cc(OCn2ccc(C(=O)O)n2)ccc1Cl,-1%,-9%,0%,16µM*,1%,?,-2%,-18%,10,0%,-7%
O=C(Cc1cccc2ccccc12)NN1C(=O)C2C(C1=O)C1C=CC2C12CC2 (stereo not drawn),-18%,5%,0%,-12%,1%,32%,-7%,-1%,-20,2%,-6%
Cc1ccc(NC(=S)NC2CC3CCCC(C2)N3Cc2ccco2)cc1 (stereo not drawn),-5%,?,5%,4%,-9%,7%,0%,0%,-16,1%,-14%
CCc1cc(OCCN(C)C)ccc1Cl,-17%,0%,3%,3%,1%,-18%,-2%,-16%,9,0%,-4%
Cc1coc2cc3oc(=O)c(CC(=O)N4C[C@H]5C[C@@H](C4)c4cccc(=O)n4C5)c(C)c3cc12,-3%,0%,-1%,-6%,-2%,0%,.,-2%,5,-2%,-1%
CC(=O)c1ccc(NC(=O)C2CCCO2)cc1 (stereo not drawn),?,-1%,7%,-13%,16%,-30%[1.91 µM],.,28%,-3,12%,26%
CC1CCCC(NC(=O)CSC2CCCCC2)C1C (stereo not drawn),-21%,1%,4%,?,0%,10%,5%,-1%,1,8%,19%
O=C(Nc1ccccc1F)c1ccc(OCc2ccccc2)cc1,-11%,?,3%,6%,?,1%,?,-4%,-20,?,?
COc1ccc(C(=O)NC2CCc3ccccc32)cc1OC1CCN(C(C)C)CC1 (stereo not drawn),-14%,-4%,-3%,6%,?,-33%,?,-13%,9,0%,8%
COc1cc(CN2CCNC(=O)C2CC(=O)NCCC2=CCCCC2)cc(OC)c1 (stereo not drawn),?,2%,3%,3%,-1%,22%,4%,7%,2,-1%,-1%
NNC(=O)CCCNc1ncc(C(F)(F)F)cc1Cl,-2%,2%,5%,18%,0%,-16%,3%,-27%,-7,-18%,6%
CC1CCCC(NC(=O)CSc2ccc(F)cc2)C1C (stereo not drawn),-4%,1%,.,-20%,1%,-8%,0%,-1%,11,1%,-1%
CCOc1cccc2cc(C(=O)NCCC3=CCCCC3)c(=O)oc12,-2%,?,1%,13%,10%,36%,19%,-5%,-3,-11%,-4%
COC(=O)c1ccc(NC(=O)COC(=O)CSc2nc(C)cc(C)n2)cc1,8%,-12%,4%,3%,1%,-14%,2%,21%,-5,3%,1%
Cc1sc2ncnc(SCC(=O)NCC(C)C)c2c1C,1%,-1%,1%,13%,0%,-16%,-7%,2%,?,-2%,-1%
Cc1cc(C)cc(NC(=O)C(OC(=O)Cn2cnc3c2c(=O)n(C)c(=O)n3C)c2ccccc2)c1 (stereo not drawn),.,-1%,.,.,3%,.,8%,0%,-10,-4%,1%
CCN(CC)CCNC(=S)Nc1ccc(Cl)cc1,10%,1%,-2%,-2%,0%,-29%,1%,-4%,1,-3%,-15%
O=C(COc1ccc2ccccc2c1)Nc1ccc(Cc2ccncc2)cc1,11%,-19%,-6%,-15%,-4%,33%,-6%,13%,-8,2%,7%
CCOc1ccc(S(=O)(=O)N(CC(=O)Nc2cccnc2)c2ccc(F)cc2)cc1,0%,3%,3%,-13%,-17%,11%,-11%,-37%,11,1%,-2%
Fc1ccc(CNC(=S)NC2CCCC2)cc1,11%,4%,5%,?,-4%,8.9µM*,5%,-29%,0,0%,-16%
CCOC(=O)CC(C)(C)/C(C)=N/Nc1ccc([N+](=O)[O-])cc1[N+](=O)[O-],4%,-2%,10%,?,-1%,?,5%,-3%,25,-4%,-9%
O=C(Nc1ccc(N2CCOCC2)cc1)c1ccncc1,7%,?,-5%,-13%,8%,21%,14%,26%,-2,1%,18%
CC1=NNC(=O)C(CC(=O)Nc2ccc(Cl)c(Cl)c2)C1 (stereo not drawn),-10%,3%,-1%,2%,4%,-4%[10 µM],-2%,-13%,0,-9%,-10%
CC(C)CC(C(=O)Nc1cccc(O)c1)N1C(=O)c2ccccc2C1=O (stereo not drawn),-6%,6%,4%,-8%,0%,0%,.,0%,-1,-1%,0%
Cc1ccc(S(=O)(=O)N2CCOCC2)cc1C(=O)Nc1nc(-c2cccnc2)cs1,15%,3%,8%,0%,-24%,4%,-11%,-35%,-16,-4%,-3%
CC(C)(C)c1ccccc1OCCCCCNCCO,-17%,0%,-10%,1%[0.365 µM],-55%[inhibitor],11%,-22%,-8%,4,-8%,-8%
Cc1nnc(N2CCC(C(=O)N3CCCCC3)CC2)c2nn(-c3ccc(Cl)cc3)c(C)c12,.,-1%&4%,.,-1%,-5%,-2%,-7%,-23%,-5,-3%,-11%
COC(=O)c1ccccc1NC(=O)CN1C(=O)c2ccccc2S1(=O)=O,?,1%,7%,-9%,-6%,22%,6%,4%,-3,-7%,1%
CN(c1ccccc1)S(=O)(=O)c1cccc(NC(=O)Cn2cnc3c2c(=O)n(C)c(=O)n3C)c1,6%,1%,-22%,-6%,-7%,?,-11%,-30%,-14,-3%,-4%
CCCOC1CCCN(C(=O)c2cc(Cl)c(Cl)cc2C(=O)O)C1 (stereo not drawn),1%,1%,-6%,-4%,.,15%,8%,1%,-24,6%,10%
COc1ccccc1OCCNC(=O)c1ccc(C)o1,.,-18%,.,.,?,.,6%,47%,0,8%,-2%
CCOc1ccc(N=c2scc(-c3ccccc3)n2CCO)cc1,0%,15µM*,-4%,?,16%,15%,11%,8%,6,18%,8%
Cc1ccc(C(=O)NCC(=O)Nc2ccc(F)c(F)c2F)cc1,0%,-1%,.,2%,5%,0%,3%,-11%,-22,-3%,-3%
CCOc1ccc(N2CC(C(=O)Nc3ccccc3OC)CC2=O)cc1 (stereo not drawn),2%,3%,-1%,-3%,7%,2%,-11%,30%,15,-1%,-2%
Cc1ccc(S(=O)(=O)N2CCN(C(=O)COC(=O)c3ccc(O)cc3)CC2)c(C)c1,.,0%,.,.,-5%,.,-1%,-27%,3,0%,1%
CC(C)N=C(NC#N)SCc1ccc(F)cc1,0%,0%,1%,7%,-3%,12%,4%,-5%,15,-2%,0%

# Source: PubChem BioAssay (National Center for Advancing Translational Sciences (NCATS))
